N370S GC mod – N370S glucocerebrosidase modulation, Gaucher chaperone candidate; P04062; N370S GC spleen homogenate, 4MU-glucoside fluorescence; Potency, µM (top dose mostly 59.4 µM), for the others: at the top dose activity change, negative = inhibition, usual class: inhibitors; 330,000 compounds, 0.092% hits; AID 2101;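 further: 0% = full enzyme activity and -100% = no enzyme basal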
FEN1 inhibitor – inhibitors of human flap endonuclease 1; Recombinant FEN1 flap cleavage, fluorescence, 15 min; 390,000 compounds, 0.35% hits; Potency, µM (series often up to 114 µM), inactives show at the highest dose activity change, negative = inhibition, most hits filed as inhibitors; further: nearly all actives have a fitted effect of over 65% in size
Target sequence (P39748 whole entry, looked up): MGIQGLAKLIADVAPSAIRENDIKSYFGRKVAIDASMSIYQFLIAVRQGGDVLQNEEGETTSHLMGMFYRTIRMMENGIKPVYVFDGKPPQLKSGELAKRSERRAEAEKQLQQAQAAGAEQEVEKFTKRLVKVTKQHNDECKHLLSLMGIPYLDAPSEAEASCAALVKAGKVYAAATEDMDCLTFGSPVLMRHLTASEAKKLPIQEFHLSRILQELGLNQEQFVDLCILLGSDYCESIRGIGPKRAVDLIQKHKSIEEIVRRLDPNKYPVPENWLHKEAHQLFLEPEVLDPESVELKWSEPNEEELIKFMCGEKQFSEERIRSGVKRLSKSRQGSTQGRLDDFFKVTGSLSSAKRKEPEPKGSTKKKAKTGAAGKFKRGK
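Steps: FEN1 (10 nM) dispensed; compound added by pin tool; 15 min at room temperature; substrate added to 50 nM final; reads at 0 min and 15 min; data normalized and fitted (four-parameter Hill).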
TDP1 block – TDP1 (human) enzyme inhibition; recombinant TDP1, AlphaScreen DNA substrate cleavage; Potency, µM (doses to about 130 µM), inactives show at the top dose activity change, negative = inhibition, most hits filed as inhibitors; 350,000 compounds, 0.28% hits; AID 485290; further: nearly all actives have a fitted effect of over 40% in size
Target sequence (Q9NUW8 whole entry, looked up): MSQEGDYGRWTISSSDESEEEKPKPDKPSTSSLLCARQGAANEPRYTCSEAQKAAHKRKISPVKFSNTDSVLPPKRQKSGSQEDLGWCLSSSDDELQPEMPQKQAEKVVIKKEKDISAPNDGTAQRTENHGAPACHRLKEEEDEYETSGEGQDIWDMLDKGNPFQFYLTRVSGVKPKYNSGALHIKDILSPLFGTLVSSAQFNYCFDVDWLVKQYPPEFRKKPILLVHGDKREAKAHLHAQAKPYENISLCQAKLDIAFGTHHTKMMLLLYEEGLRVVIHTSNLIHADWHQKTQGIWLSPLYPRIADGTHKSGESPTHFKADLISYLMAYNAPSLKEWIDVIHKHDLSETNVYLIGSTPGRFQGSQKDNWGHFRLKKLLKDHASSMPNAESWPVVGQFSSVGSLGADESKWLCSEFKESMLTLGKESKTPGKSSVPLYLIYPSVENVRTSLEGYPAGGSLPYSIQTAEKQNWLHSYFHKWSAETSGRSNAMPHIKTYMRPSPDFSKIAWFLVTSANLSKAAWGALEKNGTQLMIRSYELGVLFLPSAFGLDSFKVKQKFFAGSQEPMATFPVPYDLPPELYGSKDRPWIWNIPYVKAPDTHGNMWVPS
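Steps: enzyme plus compound, 15 min RT; add biotin/phosphotyrosine-FITC oligonucleotide (15 nM final), react 5 min; add donor/acceptor beads (10 ug/ml final), 10 min; read AlphaScreen. Tdp1 at 1 nM final.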
Active calls of the source: *; u = inconclusive; x = not tested or not shown; [ ] = another dose, or the depositor's remark. The call rests on the fitted dose curve; in most records, active means well fitted curve in the direction sought with a large enough effect; inconclusive means small, poorly fitted or top-dose-only effect, or another doubt; inactive means no such curve, though single readings can be large; an effect the other way counts as inactive or inconclusive. Unless noted, on the % scale 0 is the no-effect control and ±100 the full control effect; potency means the concentration at half of the fitted maximal effect.

The first 5 compounds (preview)
SMILES | N370S GC mod | FEN1 inhibitor | TDP1 block
COc1ccc(CN(Cc2ccc(C(=O)O)cc2)C(=S)Nc2cccc(C)c2)cc1OC | 5% | 14% | 3%
CCN(CC)CCn1c2ccc(F)cc2c2nc(C)sc21 | -5% | u | 0%
COc1cccc(NC(=O)CN2CCC(C)CC2)c1 | 5% | -7% | 5%
COc1cc(NC(=O)c2ccc(C)cc2)c(OC)cc1NC(=O)CN1CCCCC1 | 1% | -13% | 5%
CCOC(=O)c1ccc(NC(=O)c2nc[nH]c2C(=O)NCCCCCNC(=O)OC(C)(C)C)cc1 | -9% | -15% | 5%

The listing, from the first entry:
SMILES | N370S GC mod | FEN1 inhibitor | TDP1 block
COc1ccc(CN(Cc2ccc(C(=O)O)cc2)C(=S)Nc2cccc(C)c2)cc1OC | 5% | 14% | 3%
CCN(CC)CCn1c2ccc(F)cc2c2nc(C)sc21 | -5% | u | 0%
COc1cccc(NC(=O)CN2CCC(C)CC2)c1 | 5% | -7% | 5%
COc1cc(NC(=O)c2ccc(C)cc2)c(OC)cc1NC(=O)CN1CCCCC1 | 1% | -13% | 5%
CCOC(=O)c1ccc(NC(=O)c2nc[nH]c2C(=O)NCCCCCNC(=O)OC(C)(C)C)cc1 | -9% | -15% | 5%
COC(=O)c1c(NC(=O)c2ccc(Br)o2)sc(C)c1C | 4% | 9% | -2%
Oc1ccc(C(c2nnnn2C2CCCCC2)N2CCOCC2)cc1 (configuration not stated) | -19% | 0% | 7%
Cc1nn(C(=O)Cn2cc([N+](=O)[O-])cn2)c(C)c1Cl | -10% | 4% | 3%
CCCN1CCN(CCCNC(=O)c2ccc3c(Cl)c4c(nc3c2)CCCC4)CC1 | -18% | 14% | 3%
COC(=O)Cn1cnc2c(oc3ccccc32)c1=O | -17% | -1% | 1%
COc1cccc(C(=O)NCC(=O)OC(C)C(=O)NC23CC4CC(CC(C4)C2)C3)c1 (configuration not stated) | x | -2% | 1%
O=C1C(=Cc2cccn2-c2ccc(O)cc2)C(=O)c2ccccc21 | -32% | 47%[activator] | 9%
Cc1ccc(C)c(N2CCN(C(=O)Cc3ccc(NC4=NC5CS(=O)(=O)CC5S4)cc3)CC2)c1 (configuration not stated) | -11% | -6% | x
COc1ccc(NC(=S)Nc2cc(S(=O)(=O)N3CCCCC3)ccc2OC)cc1 | 9% | x | 3%
CC(C)N(C(=O)COC(=O)c1cccc(C(=O)OCC(=O)N(C(C)C)C(C)C)n1)C(C)C | -9% | 1% | 2%
CCN(CC)c1nc(C)c(C(C)=O)cc1C#N | -7% | 6% | 3%
O=C(CSc1nc2c(sc3ccccc32)c(=O)n1Cc1ccccc1)NCC1CCCO1 (configuration not stated) | 7% | -17% | 4%
CCCCCCCCC(=O)N/N=C/c1cccc(Br)c1 | -16% | -17% | 0%
Cc1cccc(CSCc2ccc(C(=O)NCC3CCCO3)o2)c1 (configuration not stated) | 5% | -4% | -3%
CCOc1ccc(CN(CCc2ccc3c(c2)OCO3)Cc2cc(OC)c(OC)cc2OC)cc1 | x | u | 0%[2.28 µM]

2 entries drawn at random from those above:
SMILES | N370S GC mod | FEN1 inhibitor | TDP1 block
COc1ccc(NC(=S)Nc2cc(S(=O)(=O)N3CCCCC3)ccc2OC)cc1 | 9% | x | 3%
COc1cccc(C(=O)NCC(=O)OC(C)C(=O)NC23CC4CC(CC(C4)C2)C3)c1 (configuration not stated) | x | -2% | 1%

Filtered by structure, the compounds so far with a thiophene ring, fused or not (2)
SMILES | N370S GC mod | FEN1 inhibitor | TDP1 block
COC(=O)c1c(NC(=O)c2ccc(Br)o2)sc(C)c1C | 4% | 9% | -2%
O=C(CSc1nc2c(sc3ccccc32)c(=O)n1Cc1ccccc1)NCC1CCCO1 (configuration not stated) | 7% | -17% | 4%

Other compounds follow:
SMILES | N370S GC mod | FEN1 inhibitor | TDP1 block
Cc1ccc(CNC(=O)C2CCCN(S(=O)(=O)N3CCC(C)CC3)C2)cc1 (configuration not stated) | -1% | 13% | 1%
O=C(Nc1ccc(F)cc1)C1CCCN(c2cnccn2)C1 (configuration not stated) | -24% | -15% | 5%
COc1ccc(C2C(C(=O)N3CCOCC3)CCC(=O)N2c2ccc(OC)cc2)cc1 (configuration not stated) | -5% | -9% | 3%
CC1=NN(C(N)=S)C(=O)C1N=Nc1ccc(S(N)(=O)=O)cc1 (configuration not stated) | -2% | 1% | x
Cc1ccccc1Cc1c(C)nc2nc(SCC(=O)NC(C)c3ccccc3)nn2c1C (configuration not stated) | x | 18% | 3%
NC(=O)CC(NC(=O)c1ccccc1)c1ccc(N2CCN(c3ccc(F)cc3)CC2)c([N+](=O)[O-])c1 (configuration not stated) | -3% | 12% | x
N#CC1=C(N)NC(SCc2ccccc2)=C(C#N)C12CCCC2 | -5% | -4% | 5%
COc1ccc(C=O)cc1OS(=O)(=O)c1ccccc1[N+](=O)[O-] | 13% | 5% | 4%
COc1ccccc1C(=O)N1CCc2ccccc21 | 9% | 4% | 4%
Cc1ccc(NCN2C(=O)c3ccccc3C2=O)c(C)c1 | 2% | -3% | -2%
O=C1c2ccccc2C(O)(c2ccccc2)N1c1ccncc1 (configuration not stated) | -9% | -12% | x
CCOc1ccc(NC(=O)c2nn(C)cc2Br)cc1 | 1% | -10% | 3%
Cc1cc(=O)[nH]c(SCC2COC3(CCCCC3)O2)n1 (configuration not stated) | -12% | 8% | 3%
O=C(CCNS(=O)(=O)c1ccccc1C(F)(F)F)NNC(=O)c1csc(N2CCOCC2)n1 | -20% | 13% | x
CC(=O)Nc1ccc(-c2cc(C(=O)O)c3ccccc3n2)cc1 | -2% | 14% | 0%
COc1ccccc1N1CCN(C(=O)c2cc3sccc3n2C)CC1 | 9% | -8% | 8%
COc1ccc(NS(=O)(=O)c2ccc(C)c(C(=O)NCC(c3ccco3)N3CCCCC3)c2)cc1 (configuration not stated) | -4% | 0% | 1%
CCN(CC)S(=O)(=O)c1ccc(N(C)Cc2cccnc2)nc1 | 6% | -4% | 3%
Cc1ccc(C)c(N2CCN(C(=O)C3CCN(S(=O)(=O)c4ccc5[nH]c(=O)oc5c4)CC3)CC2)c1 | x | -5% | 14%
Cc1ccc(-c2c3c(=O)n(C)c(=O)n(C)c3c3cnc4ccccc4n23)cc1 | x | 10% | -1%
CC(C)(C)N(Cc1ccccc1)C(=O)COC(=O)c1ccc(S(=O)(=O)N2CCOCC2)cc1 | x | -12% | 0%
COc1ccc(-c2nc3scc(CCNS(=O)(=O)c4c(C)noc4C)n3n2)cc1 | x | -14% | 3%
Cc1cc(/C=C2/NC(=O)N(Cc3ccccc3F)C2=O)c(C)n1C | -2% | 11% | 3%
CCCS(=O)(=O)n1nc(-c2ccc(OC)cc2)cc1N | -17% | -12% | -4%
O=C(N/C=C/n1cnc2cc(C(F)(F)F)ccc21)c1ccccc1F | 9% | 11% | 8%
O=C(Cn1cccc1)Nc1ccc(F)cc1F | 11% | 5% | 1%
Cc1ccc(S(=O)(=O)N(C)c2ccccc2C(=O)Nc2ccc(F)cc2F)cc1 | -4% | -17% | x
CC1Cc2ccccc2N1C(=O)c1cccnc1 (configuration not stated) | 4% | -7% | -5%
COc1ccc(C2(CNC(=O)Cc3ccc(OC)c(OC)c3)CCCC2)cc1 | -23% | 2% | -8%
CCN(c1ccccc1)S(=O)(=O)c1ccc2[nH]c(=O)c(=O)[nH]c2c1 | u | 6% | 0%
S=C1NC(c2ccccc2)=NCN1c1ccccc1 | 6% | -13% | -2%
CC1CCCCC1NC(=O)c1cc2c(=O)n3ccccc3nc2n1C (configuration not stated) | u | 4% | -4%
CC1CCCCC1NC(=O)COC(=O)Cc1ccc(Cl)cc1 (configuration not stated) | x | -10% | 2%
CCOc1ccc2sc(NS(=O)(=O)c3ccc(OC)c(OC)c3)nc2c1 | 0% | -19% | 10%
CNc1nc(-c2c(C)[nH]c3ccc(OC)cc23)cs1 | -17% | 5% | x
C=C(C)CNC(=S)N/N=C1\CCCCc2ccccc21 | 21% | -12% | -3%
Nc1ccccc1C(=O)N/N=C1\C2CN3CCN(C2)CC1(c1ccccc1)C3 | -10% | -5% | 3%
Cc1ccc(SCC(=O)Nc2cccc(C(=O)NC(C)(C)C)c2)cc1 | 7% | 14% | 1%
O=C(C1CCCO1)N1CCN(C(=S)Nc2cc(F)cc(F)c2)CC1 (configuration not stated) | -7% | -1% | 4%[56.1 µM]
CCCc1nc2sc3ccccc3c(=O)c2c(=O)n1Cc1ccc(OC)cc1 | 10% | 7% | 4%
Cc1nc(NC(=O)c2ccc(F)cc2)nc2cc3c(cc12)OCO3 | 7% | 2% | 4%
O=C(Nc1ccccc1F)C(=O)c1cn(CC(=O)N2CCCCC2)c2ccccc12 | -6% | -7% | -3%
O=C(COC(=O)[C@@H]1CCCN1C(=O)c1cccs1)Nc1cccc(Cl)c1 | x | 5% | -2%
C=CCCO[C@@H]1O[C@@H](C)[C@H](O)C[C@H]1O | x | -3% | 1%
O=C1CCCN1CCCNCC(O)c1ccccc1 (configuration not stated) | -14% | -2% | x
O=C(Nc1ccc2c(c1)OCO2)N1CCN(c2ncc(C(F)(F)F)cc2Cl)CC1 | 22% | -17% | 6%
O=C(CSc1nc2ccccc2c(=O)n1CCCN1CCOCC1)Nc1ccc2c(c1)OCO2 | -7% | 7% | 8%
O=S(=O)(/N=C(/Nc1cccc2ccccc12)c1ccc(F)cc1)c1ccccc1 | 0% | -15% | 1%
Cc1ccc(C(C(=O)NCC2CCCO2)N(C(=O)c2snc(C(N)=O)c2N)c2ccc3c(c2)OCCO3)cc1 (configuration not stated) | -4% | 9% | 11%
O=C(CSc1nnc(-c2ccccc2Cl)n1Cc1ccco1)Nc1ccc2c(c1)OCCO2 | 9% | 0% | 8%
CCC(C)NC(=O)c1sc2ncccc2c1-n1c(C)ccc1C (configuration not stated) | x | 13% | 4%
O=C(COC(=O)CC1c2ccccc2CCN1S(=O)(=O)c1ccccc1)Nc1ccccc1 (configuration not stated) | 8% | 0% | 1%
CCCNC(=O)OC[C@@H]1O[C@H](CCON=C(C)C)C=C[C@@H]1Oc1ccc(OC)cc1 | 6%[12.8 µM] | x | 5%[21 µM]
O=C(c1cc2c(=O)n3ccccc3nc2s1)N1CCN(c2cccc(Cl)c2)CC1 | 16% | -4% | x
CSCC(O)Cn1[nH]c(=O)c2cc(Cl)c(Cl)cc2c1=O (configuration not stated) | 0% | -5% | -9%
CCOC(=O)N1CCN(C(=O)C2CCCN(S(=O)(=O)c3ccccc3)C2)CC1 (configuration not stated) | 17% | -11% | -1%
Cc1ccc(NC(=O)c2ccco2)c(NC(=O)c2ccc(Cl)cc2)c1 | -2% | -10% | x
O=C(CSc1cn(CCNC(=O)c2c(F)cccc2F)c2ccccc12)Nc1ccc2c(c1)OCCO2 | x | -4% | 2%
Cc1ccc(/C=N/NC(=O)c2nnn(-c3nonc3N)c2CN(C)C)o1 | -4% | -2% | -1%
CCOc1ccccc1NC(=O)CCS(=O)(=O)c1ccc2c(c1)CC(C)N2C(C)=O (configuration not stated) | 27% | 18% | 2%

Next section:
SMILES | N370S GC mod | FEN1 inhibitor | TDP1 block
CCOC(=O)c1c(C)nc(C)c(C(=O)OCC)c1-c1ccccc1 | 18% | 12% | 1%
Cc1ccc(C(=O)NC2CCN(C(=O)NC3CCCCC3)CC2)cc1 | 5% | 0% | -1%
C=C(C)C(C)(C#CCN1CCCC1)OC(C)=O (configuration not stated) | 17% | 1% | -4%
CCS(=O)(=O)c1ncc(Cl)c(C(=O)Nc2c(C(=O)c3ccc(C)cc3)oc3ccccc23)n1 | x | -7% | -1%
COc1ccc(N=C(c2ccccc2)c2c(C)[nH]n(-c3ccccc3)c2=O)c(OC)c1 | 23% | -23% | 6%
CCN1CCN(C(c2cccs2)C(C)NS(=O)(=O)c2ccc(F)cc2)CC1 (configuration not stated) | -7% | -11% | 6%
COc1ccccc1C(=O)Nc1ccc2c(c1)CN(Cc1cnc(C)s1)CC2 | -15% | -2% | 1%
CCN(CC)C(=O)CN(c1cc2c(cc1OC)oc1ccccc12)S(=O)(=O)c1ccccc1 | u | -2% | 1%
O=C(Nc1ccccc1C(=O)O)c1cc(S(=O)(=O)N2CCOCC2)cs1 | -3% | -5% | 0%
COc1cc(C(=O)N2CCN(C/C=C/c3ccccc3)CC2)cc(OC)c1C | -9% | 7% | 4%
COC(=O)c1c(NC(=O)c2ccccc2)sc2c1CC(C)(C)NC2(C)C | -4% | 2% | x
CN(C)S(=O)(=O)N1CCc2ccccc21 | 5% | -5% | -5%
Cc1ccc(C)c(CN2C(=O)c3ccccc3S(=O)(=O)c3ccc(C(=O)N(C)C4CCCCC4)cc32)c1 | x | -6% | 8%
Cc1cc(C)cc(NC(=O)NC2CCN(CC(=O)Nc3cccc(Cl)c3C)CC2)c1 | -4% | -4% | x
CCC(=O)Nc1cc(Cl)ccc1N1CCN(C(=O)CC)CC1 | -9% | 10% | 7%
O=C1CN(c2nc(-c3ccccc3)c3ccccc3n2)c2ccccc2N1 | 4% | -5% | 5%
CCc1c(C(=O)NC2CCCc3ccccc32)[nH]c(C)c1C(C)=O (configuration not stated) | -5% | 1% | 7%

Compound activity (PubChem)
